# Source: PubChem (Broad Institute)
# FN deposit inh = inhibitors of fibronectin matrix deposition, primary screen, AH1F cells, Alexa488-fibronectin fluorescence, plate reader. AH1F fibroblasts, overnight. inhibition, % at 12.6 µM. 350,000 compounds, 0.086% hits;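 active = mean inhibition across replicates of 30% or more, regardless of how many single replicates reach that level; inconclusive = mean under 30% yet at least half of replicates reach 30%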;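 also: positive control wells lacked labelled fibronectin entirely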
#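 Assay system: AH1F fibroblasts assembling fluorescent fibronectin matrix; Amount: 10000 AH1F cells per well; Buffer or medium: DMEM, 2% serum; Probe or stimulus: Alexa488-fibronectin, 24 nM final in well; Doses: single compound dose, delivered by pin transfer; Incubation: 1 h adhesion, overnight exposure; Measured by: fluorescence 485/525 nm; Read-out: fibronectin deposition inhibition.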
# EWS-Fli inh = EWS/Fli-driven NR0B1 reporter inhibitors, primary screen, A673 cells, NR0B1 luciferase, luminescence, MLPCN library; viability-normalised; inhibition, % at 12.6 µM; 350,000 compounds, 0.67% hits; AID 651661, 2012;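 active = mean inhibition of at least 50% after viability correction, with every replicate also passing that limit; inconclusive = mean reaches 50% but only one of two replicates passes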;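 also: firefly luciferase signal divided by Alamar Blue viability fluorescence both relative to DMSO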
# F508del corr = F508del CFTR correction, initial screen, CFBE line, single point | CFBE cells, YFP halide quenching; stimulated with forskolin plus potentiator P3; % fluorescence drop versus neutral controls | activity (quench increase), % at 7.58 µM | 350,000 compounds, 0.36% hits | AID 720511, 2013;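 active = mean added fluorescence quench of at least 8% versus neutral control, with both replicates also reaching 8%; inconclusive = only one of the mean or replicate conditions met; inactive = mean below 8% and not both replicates reaching 8%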;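 also: cells transiently co-express mutant CFTR-F508del with the halide-sensitive YFP; corrector assay measuring rescue of mutant channel to the surface after 24 h compound exposure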
# PAX8 inh HTS = inhibitors of PAX8-driven TPO luciferase reporter, primary screen, RMG-I cells, single concentration | SteadyGlo, 24 h | inhibition, % at 12.6 µM | 360,000 compounds, 1.2% hits;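 active = mean replicate inhibition at least 60% with every replicate also reaching 60%; inconclusive = only one of the two criteria is met; inactive = mean below 60% and not all replicates reaching 60%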;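 also: luciferase light reporting Pax8 driven TPO promoter activity; plate controls were median of neutral control wells for no effect and mitoxantrone controls for full effect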
# DENV2 CPE rescue = inhibitors of DENV2 cytopathic effect, primary screen, cell-based, plate reader, single concentration; AID 651640, 2012; CPE inhibition, % at 9.99 µM; DENV2-infected cells, cytopathic effect rescue; 350,000 compounds, 1.7% hits; in the data active = CPE inhibition above about 20%, passing the limit was not always enough; inconclusive = no clear call, values can overlap the other calls; tested in BHK-21 cells;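 also: 0% = median of neutral control wells and 100% = median of positive control wells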
# miR122 inh = miR-122 Renilla sensor signal increase in Huh7, primary screen, miR-122 inhibitor project, cell-based, single point, plate reader. Huh7 miR-122 Renilla luciferase sensor, 48 h; neutral wells = 0, positive control = 100. activation (reporter increase), % at 12.5 µM. 340,000 compounds, 0.3% hits. AID 602342, 2012;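 active = mean replicate activation score at least 90 and every replicate individually at or above 90; inconclusive = only one of the two criteria met; inactive = neither criterion met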;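 also: higher luciferase means less miR-122 activity so hits act as miR-122 inhibitors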
# GSIS activator = GLuc luminescence reporter in INS-1E cells, primary screen for activators of glucose-dependent secretion of insulin; INS-1E GLuc reporter insulin secretion, 2-3 h; activation, % at 16.6 µM; 370,000 compounds, 0.61% hits; AID 743287, 2014;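 active = lowest replicate activation of at least 40%, so every replicate reaches that level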;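 also: 0% = median of neutral control wells and 100% = median of IBMX positive control wells; some compounds called inactive have numbers as strong as hits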
# An asterisk follows results filed as active; ? = inconclusive; / = not tested or not shown; & = joins results of further samples; [ ] = remark or other dose.
SMILES	FN deposit inh	EWS-Fli inh	F508del corr	PAX8 inh HTS	DENV2 CPE rescue	miR122 inh	GSIS activator
CCC(=O)N1CC[C@@H]2[C@H]1c1cc(C#Cc3ccccc3)ccc1N[C@@H]2CO	-2	0	-0.8	6	0	-3[16.7 µM]	5
COC(=O)C(=C/C(C)=C/c1cccnc1)C(=O)OC	-13	2	-1.6	18	2	/	-17
C[C@@H]1CCCCO[C@H](CN(C)CC2CC2)[C@H](C)CN([C@H](C)CO)C(=O)c2cc(NC(=O)Nc3ccc(C(F)(F)F)cc3)ccc2O1	/	27	1.8	-8	14	4[16.7 µM]	-24
CCOc1ccc2nc(SCc3ccc(OC)cc3)sc2c1	5	/	/	-22	/	/	-22
Cc1nnc(SCC(=O)c2ccc(Cl)cc2)s1	9	-13	-0.8	-21	-3	-2	6
COc1ccc(Br)cc1CNC(=O)C1CCN(S(=O)(=O)N2CCCC2)CC1	/	-1	-0.2	/	2	/	-10
C[C@H]1CN([C@@H](C)CO)C(=O)c2cc(NS(=O)(=O)c3cccs3)ccc2O[C@H]1CN(C)CC1CCCCC1	/	1	2.6	1	-2	-3[16.7 µM]	3
NNC(=O)COc1ccc(-c2nccc(-c3ccc(F)cc3)n2)cc1	2	43	3.4	-25	-7	-10	-9
Cc1ccccc1OCc1nnc(SC(C)C(=O)O)n1Cc1ccccc1 (stereo not given)	-1	1	-2.1	8	0	1	2
O=C(COc1ccccc1[N+](=O)[O-])N(Cc1ccccc1)c1ccccn1	/	-17	/	7	-4	/	3
COCCCNC(=O)C[C@H]1C[C@H](C(=O)N(C(C)C)C(C)C)[C@@]2(C)c3[nH]c4cc(CCC(=O)N(C)C)ccc4c3CCN2C1=O	-4	-2	2.2	-9	37*	2	-3
CCN[C@H]1C[C@H](C)S(=O)(=O)c2sc(S(N)(=O)=O)cc21	-6	-5	1.9	1	4	1	/
CC(=O)Nc1ccc(NC(=O)CCN2C(=O)c3ccccc3C2=O)cc1	-7	7	-2.7	-14	3	/	-3
Cc1ccc(S(=O)(=O)N2CCOCC2)cc1C(=O)c1nccn1C	-1	-3	-2.3	0	6	/	-11
C=CCOc1cccc(CNCc2cccnc2)c1	-1	18	0.4	-21	-7	/	6
COc1ccc(-c2cc(C(F)F)n3ncc(C(=O)NCCCN4CCCC4=O)c3n2)cc1	-13	2	1.2	-28	-5	-9	10
CCCCNC(=S)Nc1ccc(Cl)cc1	/	78*	/	-29	-3	/	-6
CCCn1c(=N)n(CC(=O)c2cccs2)c2ccccc21	/	2	-2.6	/	2	4	3
CN(C)C(CNC(=O)c1ccc2c(c1)S(=O)(=O)c1ccccc1C2=O)c1ccco1 (stereo not given)	5	17	1.5	-2	/	-2	4
OCCN1CCN(c2cc(-c3ccccc3)c3ccccc3n2)CC1	-9	10	/	4	-2	/	13
C(=C\c1ccc(C2[C@H]3CNC[C@@H]2N3Cc2ccc3c(c2)OCO3)cc1)/c1ccccc1 (stereo not given in full)	-7	-5	-3.4	-4	4	/	4
FC(F)(F)c1cnc(Oc2cccc3ccccc23)c(Cl)c1	-6	8	/	12	8	/	-6
Cc1ccccc1OCCn1c(S(=O)(=O)O)nc2c(N)ncnc21	0	8	1.0	3	-2	-1	-31
O=C(c1cccc(F)c1)N1CCCCN2[C@H](CO)[C@H](c3ccc(/C=C/c4ccccc4)cc3)[C@H]2C1	/	10	0.8	20	8	-15[16.7 µM]	-3
CC[C@]12c3[nH]c4cc(CCC(=O)N(C)C)ccc4c3CCN1C(=O)[C@@H](CC(=O)NCCCN(C)C)C[C@@H]2C(=O)N1CCN(C(=O)C2CC2)CC1	6	4	-2.2	6	-4	1	21
CSc1nc(N)nc2c1ncn2CC(=O)NCC(c1ccccc1)c1ccccc1	4	6	-0.4	11	-1	/	-21
CC(=O)N1CCN(S(=O)(=O)c2cccc(C(=O)Nc3cc(C(F)(F)F)ccc3N3CCOCC3)c2)CC1	14	21	-0.4	1	1	/	10
C[C@H](CO)N1C[C@H](C)[C@H](CN(C)S(=O)(=O)c2ccccc2)OCCCC[C@H](C)Oc2ccc(NC(=O)c3ccncc3)cc2C1=O	-3	5	0.2	-6	-6	-4[16.7 µM]	-18
CCCN(C(=O)C(C)Oc1cccc(Cl)c1)c1c(N)n(Cc2ccccc2)c(=O)[nH]c1=O (stereo not given)	-11	15	-0.3	31	1	-5	-21
COc1ccc(C(=O)Nc2ccccc2)cc1S(=O)(=O)NCc1ccco1	8	3	0.1	7	7	21	5
COc1cc2cc(C(=O)N3CCN(Cc4ccc5c(c4)OCO5)CC3)c(=O)oc2cc1OC	5	-4	-2.3	4	4	/	-6
CCN(C(=O)CSc1nnc(C)c(=O)[nH]1)c1cccc2ccccc12	-4	4	-1.0	3	2	/	18
Cc1ccc2[nH]c3c(=O)n(CC(=O)Nc4ccccc4N4CCN(C)CC4)ncc3c2c1	-1	/	0.9	-1	3	-5	8
COc1ccc(N(C(=O)c2ccco2)C(C(=O)NC2CCCC2)c2cc(OC)c(OC)c(OC)c2)cc1 (stereo not given)	6	-1	1.4	-10	-1	3	4
CCc1ccc(N(C(=O)c2csnn2)C(C(=O)NC2CCCCC2)c2cccnc2)cc1 (stereo not given)	8	1	2.3	-6	-2	-3	1
C/C(=N\NC(=O)c1cccc(O)c1)c1cccc(NC(=O)c2ccc(F)cc2)c1	/	-37	1.5	-66	-2	-2	6
C[C@H]1CN([C@@H](C)CO)C(=O)c2cc(NS(=O)(=O)c3ccc(F)cc3)ccc2O[C@@H]1CN(C)Cc1ccc(C(=O)O)cc1	-2	-1	-2.4	/	4	0[16.7 µM]	9
CCCc1cc(=O)n2[nH]c(NCc3ccc(OC)cc3)nc2n1	-2	1	-1.4	-5	-2	-2	5
C[C@@H]1CN([C@@H](C)CO)S(=O)(=O)c2ccc(-c3cccc(F)c3)cc2O[C@H]1CN(C)S(=O)(=O)c1ccccc1	/	35	3.3	/	2	-4[16.7 µM]	-26
Cc1ccc(-n2c(=O)c3sccc3n(CC(=O)NC3CCCC3)c2=O)cc1	-2	5	-2.8	9	2	0	10
CCOC(=O)CCCc1c[nH]c2ccccc12	-1	/	/	/	/	-12	12
O=[S@]1Oc2ccccc2-c2ccccc21	4	8	-4.4	5	67*	/	/
O=C(C1CC1)N1C[C@H]2[C@@H](c3ccccc31)[C@@H](CO)N2C(=O)Nc1cccc(F)c1	5	0	-1.4	2	-7	30[16.7 µM]	0
O=C(NCCCNC(=O)c1ccccc1Cl)c1cnccn1	2	-5	-0.4	5	-5	-8	9
O=C(N[C@@H]1C/C=C\C[C@H](CC(=O)N(CCO)Cc2ccccc2)C(=O)N[C@@H](Cc2ccccc2)COC1=O)OCC1c2ccccc2-c2ccccc21	-5	0	-5.1	11	9	/	-4
C[C@@H]1CN([C@H](C)CO)C(=O)CCCn2nncc2CO[C@@H]1CN(C)S(=O)(=O)c1cn(C)cn1	1&2	-5&3	0.1&2.5	-19&6	-3&8	-4	-3&5
Cc1sc(Cc2nc(O)cs2)nc1-c1ccccc1	/	-10	/	-24	1	0	-26
CCOC(=O)c1ccc(COc2ccc(C(C)C)cc2)o1	4	5	-1.3	-57	0	/	-7
Cc1ccc(C)c(NC(=O)CN(C)C(=O)Cn2c(=O)oc3ccccc32)c1	/	8	0.3	4	-6	4	-18
O=C(NCCCc1ccccc1)C1CCC(CNc2c(N3CCCCC3)c(=O)c2=O)CC1 (stereo not given)	2	13	0.3	-5	-7	-2	9
CN1CCN(CCC(=O)Nc2ccccc2Cl)CC1	-1	/	/	-24	/	0	/
Cc1cc(C)c(C)c(C(=O)COC(=O)CNC(=O)CN2C(=O)c3ccccc3C2=O)c1C	5	-2	5.7	-6	3	20	7
O=C(NCc1ccccn1)c1ccc(OC2CCN(Cc3ccc(F)cc3F)CC2)cc1	5	13	-0.9	-2	4	-1	-12
C[C@H]1CN([C@@H](C)CO)C(=O)Cc2cc(NS(=O)(=O)c3ccc(Cl)cc3)ccc2O[C@@H]1CN(C)C(=O)Nc1ccccc1	/	-11	-1.7	-3	7	1[16.7 µM]	13
C[C@H](CO)N1C[C@H](C)[C@H](CN(C)C(=O)C2CCOCC2)Oc2ncc(C#CC(C)(C)O)cc2C1=O	/	-24	-2.2	/	13	-4[16.7 µM]	1
Cc1cc(C)nc(SCc2ccc(C(=O)N/N=C/C3CCCCC3)cc2)n1	/	0	0.9	2	0	/	-6
CC(C)[C@@H](C)NC(=O)N(C)C[C@H]1OCc2ccccc2-c2c(n(C)c3ccccc23)C(=O)N([C@H](C)CO)C[C@H]1C	-4	0	-4.5	/	2	/	-11
C=CCNc1nc(-c2ccc(OC)cc2OC)cs1	-2	/	/	-136	/	6	/
CCCC#Cc1cnc2c(c1)C(=O)N([C@@H](C)CO)C[C@@H](C)[C@H](CN(C)C(=O)Nc1ccccc1F)O2	/	13	-0.5	/	1	-4[16.7 µM]	13
CCCOc1ccc(CNC(=O)Cc2cccs2)cc1	-3	-66	-2.6	-82	3	-3	-11

# (cont.)
SMILES	FN deposit inh	EWS-Fli inh	F508del corr	PAX8 inh HTS	DENV2 CPE rescue	miR122 inh	GSIS activator
O=C(OCC(=O)N1CCOCC1)c1c(Cl)ccc(Cl)c1Cl	-6	-4	-0.5	8	2	/	7
C[C@@H]1CN([C@@H](C)CO)C(=O)c2cc(NC(=O)Cc3ccccc3)ccc2O[C@H]1CN(C)Cc1ccc(C(=O)Nc2ccccc2N)cc1	/	33	-2.3	/	?	5[16.7 µM]	22
C[C@@H]1CN([C@H](C)CO)C(=O)c2cc(NC(=O)CCCN(C)C)ccc2O[C@@H](C)CCCCO[C@@H]1CN(C)S(C)(=O)=O	/	-8	0.2	-11	?	7[16.7 µM]	2
O=C(Nc1ccccc1-c1ccccc1)NC1CC2CCCC(C1)N2Cc1ccc(F)cc1 (stereo not given)	1	12	1.2	2	-3	-6	-23
Cc1ccnc(NC(=O)CNC(=O)C23CC4CC(CC(C4)C2)C3)c1	-6	-18	2.6	7	7	-8	-9
O=C(Nc1ccccc1F)N1CCc2ccccc2C1	-1	-108	-0.6	-193	-4	3	2
Cc1cccc(NC(=O)CSC2=NN3CCCC(=O)N=C3S2)c1C	4	3	2.4	-2	8	-2	20
CN1c2ccc(-c3ccccc3)cc2[C@H]2[C@H](CCN2C(=O)c2cccc(F)c2)[C@@H]1CO	-8	5	-3.0	-3	-3	11[16.7 µM]	-42
CS(=O)(=O)N1C[C@@H](O)COC[C@H]2O[C@H](CC(=O)NCc3ccccc3)CC[C@@H]21	2	3	0.8	-29	2	24[16.7 µM]	6
CCN(CC)C(=O)CSc1nnc([C@@H](N)C(C)C)o1	0	2	-4.9	5	-5	/	/
O=C(Cc1ccc([N+](=O)[O-])cc1)c1ccccc1	9	-20	-0.4	-22	-7	/	10
CCCn1c(=O)c(C(=O)Nc2cccc(C)c2)c(O)c2ccccc21	-1	-12	-1.0	-25	-21	-5	/
Cc1cc(C(C)(C)C)c(O)c(C)c1CC1=NCCN1	6&-1	0	-0.1	-25	-4	4	/
COc1ccc(N2CCN(C(=O)C3CCN(C(=O)c4cccc(Cl)c4)CC3)CC2)cc1	0	-3	4.5	3	1	1	17
O=C(CN1CCCCC1)NC1CCc2cc3c(cc21)CCC3 (stereo not given)	-1	6	-1.5	1	-3	5	/
